Large T inhibition: SV40 large T antigen inhibitors, biochemical (AID 1903) | 310,000 tested, 0.39% active | SV40 large T antigen ATPase/helicase inhibition assay; higher % means a stronger effect | inhibition, % at 20 µM; hits with a dose series show IC50 in µM; in the data active means a potency from the dose series; further: strong numbers were not always called active
AID2073: inhibitors of Mint1-CaV2.2 protein interaction, biochemical, HTRF (AID 2073); Voltage-dependent N-type calcium channel subunit alpha-1B (Homo sapiens); 290,000 tested, 0.19% active; inhibition, % at 20 µM, or IC50 in µM where a hit was titrated; HTRF protein-protein interaction, Mint1-CaV2.2; higher % means a stronger effect; in the data active means inhibition mostly above about 51%, no sharp cut-off; further: some results filed as inactive read as strong as hits
LYP phosphatase: inhibitors of LYP phosphatase, biochemical, fluorescence intensity, uHTS (AID 1779) | one-dose inhibition, % at 11.5 µM; IC50 in µM for titrated hits | 290,000 tested, 0.054% active | recombinant LYP phosphatase, fluorescence intensity; higher % means a stronger effect; in the data active means inhibition above about 50%;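 further: plate controls were vehicle with enzyme for no effect and no enzyme for full effect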
RSV antiviral HEp-2: RSV antiviral activity via CPE protection, HEp-2 cells, primary 10 µM value included (AID 2391); HEp-2 cells, RSV-induced CPE inhibition; higher % means a stronger effect; CPE inhibition, % at 10 µM, or IC50 in µM where a hit was titrated; 310,000 tested, 0.13% active; in the data active means a potency from the dose series; further: strong numbers were not always called active
HIV peptide binding: inhibitors of HIV fusion peptide binding, primary screen, biochemical, uHTS, fluorescence dequenching (AID 1986) | cell-free peptide binding, fluorescence dequenching, 30 min; higher % means a stronger effect | one-dose inhibition, % at 20 µM; IC50 in µM for titrated hits | 290,000 tested, 0.3% active; in the data active means inhibition mostly above about 52%, no sharp cut-off; inactive means mostly below about 76%; further: some results filed as inactive read as strong as hits
Siah-1 displacement: Siah-1 peptide-binding antagonists, primary screen, biochemical, fluorescence polarization, rhodamine-plectin, uHTS (AID 1817) | E3 ubiquitin-protein ligase SIAH1 (Homo sapiens) | 290,000 tested, 0.02% active | one-dose displacement, % at 20 µM; IC50 in µM for titrated hits | Siah-1 / rhodamine-plectin peptide fluorescence polarization; higher % means a stronger effect;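 active means displacement of at least 50% at 20 µM, with a fluorescence ratio check between 0.3 and a set limit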;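 further: plate controls were Siah plus tracer with DMSO for no effect and tracer alone without Siah for full effect; strong numbers were not always called active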
Rac1 GTP hydrolysis: MgcRacGAP GTPase-activating activity inhibitors, confirmation, biochemical, ADP Hunter fluorescence | Rac GTPase-activating protein 1 (Homo sapiens) | MgcRacGAP-stimulated Rac1 GTP hydrolysis, ADP Hunter fluorescence; higher % means a stronger effect; GST-tagged Rac1 F28L mutant substrate | inhibition, % at 30 µM; hits with a dose series show IC50 in µM | 340,000 tested, 0.6% active;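 active means first-screen hits whose inhibition reached a set limit at any dose in the follow-up dose series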;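 further: fluorescence reports GDP produced by GAP-driven GTP hydrolysis; strong numbers were not always called active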
XIAP antagonists: XIAP antagonists, biochemical, IAP family, fluorescence polarization (AID 1018) | E3 ubiquitin-protein ligase XIAP (Homo sapiens) | XIAP BIR domain, fluorescence polarization peptide displacement; higher % means a stronger effect | displacement, % at 20 µM, or IC50 in µM where a hit was titrated | 200,000 tested, 0.007% active; in the data active means displacement above about 50%; further: a part of the inactive calls stands beside numbers as strong as those of hits
NS5 inhibitors: Dengue-2 NS5 methyltransferase inhibitors, primary screen, biochemical, confirmation dose response (AID 588689); Genome polyprotein (Dengue virus type 2 (strain 16681-PDK53)); Dengue-2 NS5 methyltransferase capping enzyme assay, biochemical; higher % means a stronger effect; inhibition, % at 25 µM; hits with a dose series show IC50 in µM; 340,000 tested, 0.3% active; in the data active means a potency from the dose series
NS5 inhibitors pilot replicate: also measured in NS5 inhibitors; calls as there; inhibition, %; measured here: pilot screen replicate inhibition
An asterisk follows results filed as active; / = no result given. Outcome played no part in choosing rows (roughly 1.7% active in at least one column).

SMILES	Large T inhibition	AID2073	LYP phosphatase	RSV antiviral HEp-2	HIV peptide binding	Siah-1 displacement	Rac1 GTP hydrolysis	XIAP antagonists	NS5 inhibitors	others
N=C1SCC(=O)N1c1ncc(Cc2cccc(Cl)c2)s1	25%	25%	2%	/	2.7%	1%	8%	-8.6%	-3%
Cc1ccc2[nH]c(=O)c(CN(CCCN3CCOCC3)C(=O)NC3CCCCC3)cc2c1	16%	11%	-6%	-2.7%	-1.3%	9%	0%	-14%	-1%	NS5 inhibitors pilot replicate=3.8
CCCNc1nc(N2CCOCC2)nc(N2CCOCC2)n1	26%	11%	-12%	0.9%	0.6%	2%	1%	-3.0%	-4%
Fc1ccc(CNCc2ccc3c(c2)OCO3)cc1	2%	3%	-7%	-0.6%	2.1%	4%	5%	/	-4%	NS5 inhibitors pilot replicate=-3.3
COc1cc(/C=N/N=C/c2c[nH]c(=O)c(C#N)c2Nc2ccccc2)ccc1O	25%	6%	-1%	0.3%	-1.9%	-1%	/	/	/
CCOC(=O)c1c(C)[nH]c(C(=O)OCCOc2ccc(Cl)cc2)c1C	0%	8%	-2%	1.3%	2.5%	-1%	4%	-9.6%	-6%
COc1ccc(CN2CCNC(=O)C2CC(=O)NC2CCOCC2)c(F)c1 (configuration not stated)	12%	6%	-11%	1.1%	2.9%	2%	7%	/	-1%
COc1nc(NCCO)nc(Nc2ccc([N+](=O)[O-])cc2)n1	17%	0%	0%	2.5%	-3.2%	-7%	-2%	-4.4%	1%
Cc1ccc(C2=NN3C(C2)c2ccccc2OC32C(=O)Nc3ccccc32)cc1 (configuration not stated)	12%	2%	2%	19%	-1.8%	1%	1%	-21%	-17%
Cc1ccc(S(=O)(=O)N2C(=O)CCC2C(=O)O/N=C(\N)c2ccc([N+](=O)[O-])cc2)cc1 (configuration not stated)	20%	2%	-5%	-0.6%	-0.7%	2%	7%	/	4%
CCCCN(Cc1cc2ccccc2[nH]c1=O)S(C)(=O)=O	9%	7%	-2%	0.9%	-1.3%	9%	5%	0.2%	-3%
Cc1nn(C)c(Oc2ccc(Cl)cc2)c1C(=O)Nc1ccc(F)cc1F	9%	3%	0%	0.3%	0.0%	4%	3%	-1.5%	-3%
O=[N+]([O-])c1ccccc1N/N=C/c1ccccc1	9%	0%	-6%	0.0%	-0.7%	2%	6%	/	-2%
Cc1ccc(-n2c(-c3cnccn3)n[nH]c2=S)c(Br)c1	11%	-2%	-3%	0.1%	0.7%	48%	-3%	-3.5%	1%
O=C(CCC1CCN(C(=O)c2cncs2)CC1)Nc1ccccc1	17%	15%	2%	2.5%	0.7%	6%	4%	/	-5%
COC(=O)c1ccc2c(=O)n(CC3CCCO3)c(SCC(=O)Nc3ccc(OC)cc3OC)nc2c1 (configuration not stated)	4%	12%	1%	2.0%	-0.4%	-8%	9%	/	-13%
COc1ccc(CNC(=O)CSCc2c(F)cccc2Cl)cc1	5%	0%	-9%	-1.7%	-1.7%	18%	4%	-8.5%	3%
COc1ccc(Cc2nc3ccc(C(=O)NCC4COCCO4)cc3o2)cc1 (configuration not stated)	10%	2%	-6%	2.2%	1.2%	3%	-2%	/	-4%
CC(=O)c1ccc(N(C(=O)c2ccco2)C(C(=O)NC2CCCC2)c2cccs2)cc1 (configuration not stated)	0%	42%	-5%	0.0%	0.1%	-2%	6%	/	-2%
CC(=O)Oc1ccc2occ(/C=N/c3cc(=O)[nH]c(=S)[nH]3)c(=O)c2c1	20%	-8%	-4%	0.1%	9.7%	-6%	10%	/	1%
O=C(c1ccccc1)c1cc([N+](=O)[O-])ccc1N1CCCC1	2%	-7%	4%	3.7%	-2.5%	6%	6%	-2.4%	-7%
S=c1[nH]c2ccccc2o1	7%	2%	-6%	1.2%	4.5%	-9%	2%	-4.7%	-6%
Cc1cccc(N(C)C(=O)c2coc(=O)c3ccccc23)c1	10%	13%	0%	0.9%	1.6%	2%	4%	-3.0%	-2%
Fc1cnc(N/N=C/c2ccc(-c3ccc(Br)cc3)o2)nc1N1CCOCC1	9%	19%	7%	39%	-4.3%	-2%	-7%	/	-2%
CCOc1ccccc1NC(=O)CSc1nnc(-c2ccccc2Cl)n1Cc1ccco1	-1%	1%	-13%	3.1%	2.7%	2%	10%	-3.4%	-8%

A section of the results above, as a working copy:
SMILES	Large T inhibition	AID2073	LYP phosphatase	RSV antiviral HEp-2	HIV peptide binding	Siah-1 displacement	Rac1 GTP hydrolysis	XIAP antagonists	NS5 inhibitors	others
Fc1cnc(N/N=C/c2ccc(-c3ccc(Br)cc3)o2)nc1N1CCOCC1	9%	19%	7%	39%	-4.3%	-2%	-7%	/	-2%
CCOc1ccccc1NC(=O)CSc1nnc(-c2ccccc2Cl)n1Cc1ccco1	-1%	1%	-13%	3.1%	2.7%	2%	10%	-3.4%	-8%

Compounds shown so far that contain an aryl thioether with sulfur outside any ring (2):
SMILES	Large T inhibition	AID2073	LYP phosphatase	RSV antiviral HEp-2	HIV peptide binding	Siah-1 displacement	Rac1 GTP hydrolysis	XIAP antagonists	NS5 inhibitors	others
COC(=O)c1ccc2c(=O)n(CC3CCCO3)c(SCC(=O)Nc3ccc(OC)cc3OC)nc2c1 (configuration not stated)	4%	12%	1%	2.0%	-0.4%	-8%	9%	/	-13%
CCOc1ccccc1NC(=O)CSc1nnc(-c2ccccc2Cl)n1Cc1ccco1	-1%	1%	-13%	3.1%	2.7%	2%	10%	-3.4%	-8%

Back to the main list; the five compounds before the break are reprinted first.
SMILES	Large T inhibition	AID2073	LYP phosphatase	RSV antiviral HEp-2	HIV peptide binding	Siah-1 displacement	Rac1 GTP hydrolysis	XIAP antagonists	NS5 inhibitors	others
O=C(c1ccccc1)c1cc([N+](=O)[O-])ccc1N1CCCC1	2%	-7%	4%	3.7%	-2.5%	6%	6%	-2.4%	-7%
S=c1[nH]c2ccccc2o1	7%	2%	-6%	1.2%	4.5%	-9%	2%	-4.7%	-6%
Cc1cccc(N(C)C(=O)c2coc(=O)c3ccccc23)c1	10%	13%	0%	0.9%	1.6%	2%	4%	-3.0%	-2%
Fc1cnc(N/N=C/c2ccc(-c3ccc(Br)cc3)o2)nc1N1CCOCC1	9%	19%	7%	39%	-4.3%	-2%	-7%	/	-2%
CCOc1ccccc1NC(=O)CSc1nnc(-c2ccccc2Cl)n1Cc1ccco1	-1%	1%	-13%	3.1%	2.7%	2%	10%	-3.4%	-8%
NC(=O)c1ccc(Oc2ccc(Cl)c3ccccc23)c([N+](=O)[O-])c1	4%	6%	-5%	2.4%	-0.5%	6%	5%	2.5%	-5%
O=C(O)CC(NC(=O)COc1ccc(Cl)cc1Cl)C(=O)O (configuration not stated)	-1%	-2%	2%	1.1%	2.6%	0%	-3%	-3.3%	5%
CC(=O)c1sc(NC(=O)C(C)Oc2ccc3c(C)cc(=O)oc3c2)nc1C (configuration not stated)	26%	19%	-5%	9.8%	-1.3%	6%	12%	/	1%
O=C(NCc1ccc2c(c1)OCO2)c1cc2ccccc2oc1=O	8%	5%	-9%	2.4%	-0.6%	-3%	14%	-9.7%	2%
CCOc1cc(C2NC(=O)c3ccccc3O2)ccc1OC(C)C (configuration not stated)	3%	7%	-6%	-1.9%	-1.3%	0%	11%	/	/
CC(NC(=O)c1ccc(CS(C)(=O)=O)cc1)C1CC2CCC1C2 (configuration not stated)	1%	21%	-10%	0.7%	-0.7%	2%	7%	/	-6%
CCOC(=O)C1CCCN(C(=O)c2cn(CC)c3ccc(S(=O)(=O)N4CCCC4)cc3c2=O)C1 (configuration not stated)	-2%	1%	-8%	1.7%	-0.7%	-3%	2%	-6.8%	0%
O=c1c2cc3c(cc2[nH]c(=S)n1Cc1ccco1)OCO3	18%	-4%	-8%	1.2%	1.2%	-7%	5%	-7.3%	1%
Clc1ccc(-c2nc(Cc3ccccc3Cl)no2)cc1	1%	-4%	-4%	1.7%	-2.4%	-1%	3%	-3.7%	0%
CCCc1cc(=O)n2[nH]c(C)c(-c3ccc(Cl)cc3)c2n1	13%	15%	-11%	6.2%	-0.3%	-1%	9%	/	3%	NS5 inhibitors pilot replicate=1.8
Cc1nnc(NC(=O)CCSc2ccc(Cl)cc2)s1	-2%	12%	-8%	-0.4%	0.1%	-1%	10%	-7.7%	4%
CC(C)[C@@H]1C=C(C(=O)O)O[C@H](OCCCCO)C1	5%	11%	-9%	-0.3%	0.3%	5%	10%	/	-5%
Brc1cc(Br)c2nc3c(cc2c1)CCC3	7%	44%	-7%	9.7%	-0.4%	2%	11%	/	-12%
CN(C)c1ccc(/C=C(/NC(=O)c2ccccc2Cl)C(=O)NCCN2CCOCC2)cc1	8%	-13%	-9%	1.1%	1.3%	3%	-9%	/	-47%
N#C/C(=C\c1ccc(O)c([N+](=O)[O-])c1)c1nc2ccccc2s1	0%	0%	-1%	/	25µM*	0%	10%	-5.2%	-45%
O=C(O)CC/C(=N\NC(=O)CNC(=O)/C=C/c1ccccc1)c1ccccc1	3%	7%	-2%	1.5%	0.1%	2%	12%	/	-10%
CCOC(=O)C1CCN(Cc2ccccc2C(F)(F)F)CC1	7%	-1%	-12%	0.5%	-1.0%	-1%	9%	1.6%	-3%
Nc1nnc2c(n1)CCCC2	0%	-24%	-9%	1.2%	2.4%	6%	0%	-6.0%	25%
COc1ccc(C(CNC(=O)c2cccc(S(=O)(=O)NCc3ccccc3)c2)N2CCOCC2)cc1 (configuration not stated)	11%	/	/	-0.3%	/	/	1%	/	-6%
Cc1ccc(NC(=O)CSc2nncn2-c2ccccn2)cc1Cl	3%	1%	-5%	1.6%	1.2%	-2%	7%	/	-2%
O=C(c1ccccc1)N1CCN(S(=O)(=O)N2CCOCC2)CC1	4%	-3%	-2%	0.9%	-0.8%	-1%	-6%	-8.1%	-4%
Cc1cc(-c2ccc(/C=N/n3cnnc3)o2)c(C)c([N+](=O)[O-])c1	8%	2%	2%	2.8%	0.4%	-1%	10%	/	-3%
O=c1[nH]ncn2cccc12	0%	6%	1%	0.8%	0.1%	0%	9%	-2.9%	-1%
CCOC(=O)CNC(=O)COc1coc(CN2CCN(c3ccccc3F)CC2)cc1=O	5%	7%	-4%	0.6%	1.1%	11%	12%	/	-9%
C=CCOc1ccc2cccc(/C=N/NC(=O)c3cc4cc([N+](=O)[O-])ccc4s3)c2c1	-6%	4%	-4%	1.4%	-1.9%	-5%	1%	-3.6%	-20%
Cc1nc(C(=O)Nc2ccc(Cl)cc2)nn1-c1ccc([N+](=O)[O-])cc1	-5%	9%	-2%	1.7%	1.5%	6%	8%	-8.7%	-8%
CC(=O)Nc1ccc(CN(C)CC2CCCN(CCc3cccc(C(F)(F)F)c3)C2)cc1 (configuration not stated)	3%	13%	-12%	0.3%	0.9%	1%	7%	/	0%
COC(=O)CNC(=O)C(NC(=O)OCc1ccccc1)C(C)C (configuration not stated)	-1%	30%	0%	1.6%	-1.0%	1%	4%	-2.3%	-8%

Source: PubChem BioAssay (several laboratories)
